Compound activity from PubChem BioAssay.
hiPSC survival: enhancers of human iPSC single-cell survival | hiPSC single-cell survival, ATPlite luminescence; 100% = ROCK inhibitor wells, 0% = DMSO | survival enhancement, % at 20 µM | 0.044% of 360,000 active | AID 602274; in the data active means survival enhancement above about 18%;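 further: cells exposed to compounds for 16 hours before the ATP read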
HIF-2a block: inhibitors of HIF-2a | 786-0 RCC cells HIF-2a reporter, luciferase luminescence, overnight | inhibition, % at 18.8 µM | 0.72% of 360,000 active;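 active means inhibition of the luminescence signal of 40% or more relative to plate controls, in a single-dose primary screen at 18.75 µM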
KKLEB tox: CF airway cell cytotoxicity counter-screen; KKLEB CF airway cells viability, ATPlite luminescence, overnight; stronger effect = lower value; cells stimulated with P. aeruginosa culture filtrate; AID 602141; activity change (cytotoxicity), % at 5 µM; 0.36% of 360,000 active;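 active means corrected activity change at or below -50% at 5 µM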
CF NFkB block: cystic fibrosis NF-kB activation inhibition. inhibition, % at 5 µM. 0.86% of 360,000 active. KKLEB NF-kB-GFP reporter, PAF-induced, GFP fluorescence overnight;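 active means at least 50% inhibition at 5 µM, scaled per plate between neutral and stimulator controls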;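 further: PAF is a Pseudomonas aeruginosa culture filtrate used as stimulus; plate controls were PAF-stimulated DMSO wells for no effect and unstimulated DMSO wells for full effect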
NR2E3 ag-1: NR2E3 (human) agonism; AID 2300; 0.12% of 320,000 active; inhibition of corepressor binding, % at 4.78 µM; GST-NR2E3/biotin-RetCOR TR-FRET, 1536-well;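 active means percent inhibition above the cutoff of mean plus 3 SD of all tested compounds, set per screening campaign, cut at about 20% in these data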;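 further: 0% = DMSO wells and 100% = biotin wells as full block of FRET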
Target sequence (Q9Y5X4 whole entry, looked up): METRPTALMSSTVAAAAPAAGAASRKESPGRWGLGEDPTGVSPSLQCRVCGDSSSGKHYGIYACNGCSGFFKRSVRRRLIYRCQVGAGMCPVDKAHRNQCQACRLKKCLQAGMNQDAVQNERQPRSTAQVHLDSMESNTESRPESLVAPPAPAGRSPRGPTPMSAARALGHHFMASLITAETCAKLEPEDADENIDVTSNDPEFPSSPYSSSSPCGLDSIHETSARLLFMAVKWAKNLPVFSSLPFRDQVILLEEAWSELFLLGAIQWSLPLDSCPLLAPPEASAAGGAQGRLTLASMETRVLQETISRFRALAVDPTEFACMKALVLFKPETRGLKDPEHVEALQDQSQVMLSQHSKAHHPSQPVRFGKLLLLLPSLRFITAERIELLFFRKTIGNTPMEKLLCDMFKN
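Test system: GST-NR2E3 and biotin-RetCOR proteins | Quantity: 1.35 nM GST-tagged NR2E3 final | Medium: Tris pH 7.5 | Also added: 7 nM biotin-RetCOR | Dosing: Compound at 4.8 µM, single dose | Timing: 5 h at 4 °C | Detection: Time-resolved FRET | Read-out basis: Percent inhibition | Benchmarks: Biotin wells as high control, 0.6% DMSO wells as low control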
NR2E3 ag-2: activates human NR2E3 receptor; Q9Y5X4; CHO-S Gal4-NCOR/VP16-NR2E3 two-hybrid, luciferase; inhibition of corepressor binding, % at 3.98 µM; 0.35% of 360,000 active; AID 602229;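 active means inhibition above the mean of all tested compounds plus 3 SD, cut at about 70% in these data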;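 further: 0% = DMSO with NR2E3 transfected cells and 100% = cells lacking NR2E3 construct; higher means lower luciferase signal from less NR2E3 corepressor binding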
Peg3 promoter: reduces Peg3 promoter-driven luciferase expression in HeLa; 1.7% of 360,000 active; AID 588405; inhibition, % at 20 µM; HeLa PEG-Prom luciferase reporter, luminescence, overnight;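 active means inhibition of at least 50% at 20 µM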
Shn3 3UTR inh: inhibitors of Schnurri-3 3'UTR reporter in osteoblasts. Clone20 osteoblast Shn3 3'UTR firefly luciferase, 24 h. inhibition, % at 12.5 µM. AID 588674. 0.52% of 360,000 active;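 active means mean inhibition of at least 75% with every replicate also reaching 75%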;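 further: 0% = median of neutral control wells and 100% = pilot-screen positive control compound; some compounds past the cut are filed as inactive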
LMP1 NFkB inh: reduces LMP1-driven NF-kappaB luciferase signal; LMP1-induced NF-kappaB luciferase reporter cells, luminescence; inhibition, % at 12.5 µM; 0.69% of 350,000 active; in the data active means inhibition above about 41%;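 further: 0% = neutral control wells and 100% = reference inhibitor control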
TRPM1 prom inh: reduces MITF-dependent TRPM1 promoter luciferase signal. SK-MEL-5 TRPM1 promoter luciferase, 24 h. inhibition, % at 12.5 µM. 0.83% of 330,000 active;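 active means mean inhibition across replicates of 60% or more, whatever share of single replicates reaches that level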; further: values of inactives mirror those of a sister screen read the other way
C8 TRAIL sens: sensitizes caspase-8 expressing cells to TRAIL | NB7+C8 cells + TRAIL, ATPlite viability luminescence | 1% of 360,000 active | inhibition (viability loss, TRAIL sensitization), % at 10 µM | AID 624354;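 active means compounds causing at least 50% loss of cell viability in the single-dose screen, relative to plate controls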
* marks the source's active call; other numbers are inactive results; x = not tested or not shown.

SMILES	hiPSC survival	HIF-2a block	KKLEB tox	CF NFkB block	NR2E3 ag-1	NR2E3 ag-2	Peg3 promoter	Shn3 3UTR inh	LMP1 NFkB inh	TRPM1 prom inh	C8 TRAIL sens
CC(=O)c1c(-c2ccc(C)cc2)nc2c3ccccc3ccn12	-0.1	14	-5	20	-1	-11	17	4	3	9	-9
CC(C)=CC(=O)N1CCC(N2CCC(C(=O)N3CCOCC3)CC2)CC1	0.1	0	0	-9	5	1	-3	4	-1	9	-16
CC(=O)N1c2ccccc2-c2nc3ccccc3n2C1C (stereo unspecified)	0.1	-2	-2	8	-4	-9	11	-10	2	4	1
O=C1CN(C(=O)CSc2nnnn2C2CC2)c2ccccc2N1	0.3	21	4	12	5	4	1	-1	2	3	5
Fc1ccc(/C=N/Nc2nn[nH]n2)cc1	0.9	17	-7	0	-1	-8	9	4	1	-11	2
CSc1ncc(C(=O)Nc2cccc(S(N)(=O)=O)c2)n1-c1ccccc1	-0.4	7	-9	-6	3	-26	14	-8	-5	-1	5
Cc1[nH]c(C)c(S(=O)(=O)N(Cc2ccccc2)C(C)(C)C)c1C(=O)N1CCCC1	-0.4	6	12	-15	0	-21	-4	22	-4	0	-3
O=S(=O)(NN=C1CCCCCC1)c1ccccc1	0.0	1	2	-9	4	-31	1	2	-6	2	-10
O=S1(=O)CCOC(CO)CN1Cc1ccc(Cl)c(Cl)c1 (stereo unspecified)	-1.3	-3	-6	-18	x	3	2	11	-5	-3	-4
COCCN(CC(=O)Nc1cccc(C)c1C)C(=O)C1CCN(S(=O)(=O)c2ccccc2)CC1	-2.3	18	20	-14	x	13	-3	5	-1	6	6
Cc1nn(CC(=O)NCCCN2CC(C)CC(C)C2)c(=O)c2cccn12 (stereo unspecified)	-0.5	5	-11	18	-3	-12	-13	-10	3	-8	-12
CCOC(=O)c1c(N)sc(C(=O)Nc2ccc3c(c2)OCO3)c1C	-7.7	23	-33	14	0	-130	21	9	28	-2	78*
CC1Cc2ccccc2N1C(=O)CO/N=C/c1ccccc1OC(F)F (stereo unspecified)	-2.1	-24	-5	-8	1	-13	14	-1	4	-4	5
C=C/C(C)=C/CC1C(=C)CCC2C(C)(C(=O)O)CCCC12C (stereo unspecified)	-0.8	10	3	-6	2	14	7	-23	0	-1	0
CC(=O)NC(c1ccc([N+](=O)[O-])cc1)c1c(O)ccc2ccccc12 (stereo unspecified)	-1.4	23	2	-1	-1	-4	6	17	-18	1	-2
C/C(NC(=O)c1cccc(F)c1)=C1/C(=O)C[C@@H]2[C@H]1C2(C)C	-0.4	-240	6	-1	3	-64	-248	-18	-23	-110	42
O=C(CN1CCCC1)Nc1ccccc1C(=O)c1ccccc1	-0.8	5	5	-6	0	-17	-9	x	-4	2	-1
CC1CC(C)CN(C(=O)COc2ccc(-c3nnco3)cc2)C1 (stereo unspecified)	2.0	2	-3	-2	-4	1	-14	-1	3	3	-22
CCN(CC)CC(=O)N1c2ccccc2Sc2ccccc21	-0.5	10	-3	8	-2	23	-2	3	12	-2	-28
O=C(NNS(=O)(=O)c1ccc2ccccc2c1)NC1CCCCC1	0.3	24	12	-16	3	-30	18	-18	4	11	-20
Cc1ccc(N(CCC#N)C(=O)COC(=O)C2CCN(S(=O)(=O)c3ccc4c(c3)OCCO4)CC2)cc1	-0.5	5	9	-2	-4	5	12	-5	-1	2	-3
Cc1c(C(=O)Nc2ccc(S(=O)(=O)Nc3ncccn3)cc2)oc2ccccc12	0.0	8	18	-11	2	18	20	4	-8	19	11
CC(=O)NCCNc1nc2cc(-c3cscc3C)sc2c(=O)n1C	-0.9	-14	-2	-4	x	-8	-7	-11	x	x	-16
COc1ccc(C2=NS(=O)(=O)N(C)C(C(=O)Nc3ccc(C(C)=O)cc3)=C2)cc1OC	-0.3	9	-4	4	1	8	34	16	-4	20	16
O=C(CCCN1C(=O)c2ccccc2C1=O)Nc1ccc2c(c1)OCCO2	-0.2	-21	4	-4	-3	-11	-1	4	-2	-12	0
CCOC(=O)C1(Cc2cccc(OC)c2)CCN(Cc2ccc(C)s2)CC1	-1.0	13	0	6	1	8	6	22	7	-4	18
Clc1ccc(C[n+]2csc3ccccc32)cc1	1.8	-22	13	-11	3	-12	-28	-39	-13	-5	-5
CSc1ccc(N2CCN(CCCNC(=O)Nc3ccccc3F)CC2)cc1	0.4	-9	-5	-2	0	-3	7	21	-4	12	18
CC1(C)Cc2c(C#N)c(NCc3ccco3)nc(-c3ccco3)c2CO1	2.4	17	-15	10	0	-9	-1	-7	-6	-8	-4
CCOc1ccccc1N1CCN(C(=O)c2cc3cc(OC)ccc3[nH]2)CC1	-0.7	6	8	-4	-1	-11	31	8	-2	22	0
COc1ccc(N2C(=O)c3ccc(C(=O)OC(C)C)cc3C2=O)cc1	-4.5	0	8	-11	-2	-4	9	7	7	5	-5
CC(C)Sc1nnc(CNC(=O)C23CC4CC(CC(C4)C2)C3)n1Cc1ccccc1	0.8	21	-1	8	4	1	7	2	0	6	-6
Cc1cccc(-c2nc(CS(=O)CC(=O)N3CCc4ccccc4C3)c(C)o2)c1 (stereo unspecified)	1.7	15	-16	18	-1	-20	-5	-20	-3	3	-4
COc1ccc(C2=NOC(C(=O)N3CCOCC3)C2)cc1OC (stereo unspecified)	3.4	-50	-7	-7	-2	-30	-43	-1	-3	-10	11
CN(C)C(=O)c1cc(Cl)ccc1Sc1cc(Cl)ccc1Cl	-1.9	19	5	-1	-2	-5	15	19	-18	-3	3
C#CCOCCOCCOCCNc1nc(N2CCN(C(=O)[C@H](CCCN=C(N)N)n3cc(C(N)[C@@H](C)CC)nn3)CC2)nc(N2CCN(C(=O)[C@H](CCCCN)n3cc([C@@H](N)CC(N)=O)nn3)CC2)n1 (stereo partly specified)	-3.0	13	12	7	x	-5	-11	23	2	-4	-5
Cc1ccc(-c2nnn(CC(=O)N(c3ccccc3F)C(C(=O)NC3CCCC3)c3ccco3)n2)o1 (stereo unspecified)	7.5	-6	24	-11	-2	6	30	31	-3	7	4
COc1ccccc1CNC1CCCc2ccccc21 (stereo unspecified)	0.5	-1	-1	4	x	-13	12	5	-8	10	16
CCC(=O)Oc1ccc(/C(CC)=C(\CC)c2ccc(OC(=O)CC)cc2)cc1	0.5	24	21	-14	3	6	6	0	-3	13	8
CCNC(=S)Nc1ccc(Cc2nc3ccccc3[nH]2)cc1	2.2	18	4	-9	-2	-15	7	10	-2	-4	-4
C=CCC1NS(=O)(=O)OC(CCCC)C1O (stereo unspecified)	-0.7	12	8	-8	-1	-4	1	-18	-1	-4	0
CN(Cc1nc2ccccc2c(=O)[nH]1)C(=O)c1cccc(S(=O)(=O)N2CCc3ccccc32)c1	0.0	-4	-2	-4	x	-5	22	-6	8	9	31
O=C(c1ccc(Br)c(S(=O)(=O)N2CCCCC2)c1)N1CCCCC1	0.5	-10	-5	-2	3	-40	11	30	5	9	7
Cn1c(=O)c(=O)n(C)c2cc(S(=O)(=O)CCC(=O)Nc3ccc(C(F)(F)F)cc3)ccc21	0.4	10	5	-6	2	10	18	-1	3	8	3
CCn1c(NCc2ccccc2Cl)nc2ccccc21	-0.1	-150	0	-11	2	-32	-118	-33	-2	-25	0
O=c1[nH]c(/C=C/c2ccccn2)nc2ccccc12	0.7	-200	-12	5	-3	-54	-129	-87	-16	-43	30
COc1ccc(S(=O)(=O)N2Cc3ccccc3CC2C(=O)O)cc1OC (stereo unspecified)	-1.6	-2	9	6	5	-11	1	-1	7	-10	-2
C/C(=N/NC(=O)c1ccccn1)c1ccc(O)cc1	-0.6	-145	4	-19	4	-132	-167	x	-11	-61	16

Pulled by compound from the entries so far:
SMILES	hiPSC survival	HIF-2a block	KKLEB tox	CF NFkB block	NR2E3 ag-1	NR2E3 ag-2	Peg3 promoter	Shn3 3UTR inh	LMP1 NFkB inh	TRPM1 prom inh	C8 TRAIL sens
Cc1ccc(-c2nnn(CC(=O)N(c3ccccc3F)C(C(=O)NC3CCCC3)c3ccco3)n2)o1 (stereo unspecified)	7.5	-6	24	-11	-2	6	30	31	-3	7	4
CCNC(=S)Nc1ccc(Cc2nc3ccccc3[nH]2)cc1	2.2	18	4	-9	-2	-15	7	10	-2	-4	-4
CC1(C)Cc2c(C#N)c(NCc3ccco3)nc(-c3ccco3)c2CO1	2.4	17	-15	10	0	-9	-1	-7	-6	-8	-4
O=C(NNS(=O)(=O)c1ccc2ccccc2c1)NC1CCCCC1	0.3	24	12	-16	3	-30	18	-18	4	11	-20

Carrying on:
SMILES	hiPSC survival	HIF-2a block	KKLEB tox	CF NFkB block	NR2E3 ag-1	NR2E3 ag-2	Peg3 promoter	Shn3 3UTR inh	LMP1 NFkB inh	TRPM1 prom inh	C8 TRAIL sens
CCc1nnc2sc(-c3cc(-c4ccccc4)nc4ccccc34)nn12	-3.8	13	8	-41	2	7	21	16	20	-2	-1
Cc1[nH]n(-c2cccc3ccccc23)c(=O)c1/C=N/NC(=O)c1cccc([N+](=O)[O-])c1	-0.5	-18	-1	3	-1	-4	1	13	0	14	13
CC(C)C[C@H]1CNC(=S)N1C[C@H]1CCCN1C[C@H](Cc1ccccc1)N1C[C@H](Cc2ccc(O)cc2)N(CC2CCCCCC2)C1=S	-1.8	-7	-47	61*	x	-8	99*	7	x	x	-14
O=C(CCc1nc2ccccc2s1)NCc1ccccc1F	-1.7	-72	-11	5	0	-16	-26	-13	0	5	19
O=C(O)CN1C(=O)NC2(CCOc3ccccc32)C1=O (stereo unspecified)	-0.3	5	-18	8	-1	-15	16	-7	-4	-5	-1
O=C(c1cnn2c(C(F)(F)F)cc(-c3cccs3)nc12)N1CCN(C(c2ccccc2)c2ccccc2)CC1	4.6	12	-15	14	-2	-6	18	19	-3	-10	-3
COc1ccc(OCCCN2CCc3ccccc3C2)cc1	-0.1	-2	7	-21	-1	23	5	9	0	0	5
CCOc1ccc(N(CC(=O)Nc2cccc(Br)c2)S(C)(=O)=O)cc1	1.5	-40	0	3	5	2	-11	1	2	5	11
CCCCCc1ccc(-c2cn(Cc3cccc(OC)c3)nn2)cc1	-2.3	-63	2	4	2	15	-25	11	2	-6	11
O=[N+]([O-])c1ccc(O)c(Nc2ncnc3ccc(Br)cc23)c1	0.9	-4	-38	58*	1	-22	20	18	10	18	12
Cc1ccc2c(CN3CCN(C(=O)c4ccco4)CC3)cc(=O)oc2c1C	-0.4	8	-12	12	-2	5	2	-8	3	15	-2
CC1=Nc2ccccc2/C1=C/c1c(N)n2c(S(=O)(=O)C(C)C)nsc2nc1=O	0.7	13	16	-9	7	-16	7	-2	-15	2	-6
C#CCNC(=O)C1=C[C@@H](c2ccc(C#C)cc2)[C@H](CCCO)[C@@H](OCC)O1	2.4	1	-8	26	3	-9	-7	-12	1	10	-22
O=C1C=C(c2n[nH]nc2-c2ccccc2)C[C@@H](c2ccc(F)cc2)C1	1.7	3	0	23	x	-8	36	-33	9	x	-6
O=P1(O)Cc2ccccc2-c2ccccc21	2.5	11	-6	-5	x	7	-3	1	4	-6	-15

The list is partial; the hit share may differ from the screen's.
